# Screening data: PubChem, several laboratories
# RBBP9 inh – human RBBP9 inhibitors, primary screen, biochemical, fluorescence polarization, FP-Rh probe, HTS; Serine hydrolase RBBP9 (Homo sapiens), O75884; recombinant RBBP9; inhibition, % at 7.94 µM; 220,000 tested, 0.2% active;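 active means inhibition above the campaign mean of all tested compounds plus 3 SD, cut at about 14% in these data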;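 further: plate controls were DMSO wells with RBBP9 for no effect and wells lacking RBBP9 protein for full effect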
# Target sequence (O75884 whole entry, looked up): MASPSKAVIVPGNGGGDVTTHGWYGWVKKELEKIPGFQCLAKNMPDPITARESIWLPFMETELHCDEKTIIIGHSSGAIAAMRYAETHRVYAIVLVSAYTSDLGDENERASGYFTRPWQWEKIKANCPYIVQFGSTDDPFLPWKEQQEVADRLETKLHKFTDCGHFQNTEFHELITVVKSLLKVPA
#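 system = RBBP9 protein | input = RBBP9 at 2.5 µM in dispensed solution, before mixing | measured by = fluorescence polarization (mP), excitation 525 nm, emission 598 nm | incubation = enzyme-compound preincubation 30 min, then probe labeling 45 min, 25 °C | buffer or medium = Tris-NaCl-Pluronic buffer, pH 8.0 | compound = single dose 7.94 µM | also added = FP-Rh probe, 375 nM dispensing solution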
# Runt-CBFb FRET – inhibitors of RUNX1 Runt–CBFb binding, primary screen, biochemical, FRET, Cerulean-Runt, Venus-CBFb, uHTS | Runt-related transcription factor 1 (Homo sapiens) + Core-binding factor subunit beta … | 220,000 tested, 0.46% active | AID 1496, 2009 | inhibition, % at 20 µM | Cerulean-Runt/Venus-CBFb FRET ratio 530/480, 1 h;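 active means inhibition over about 50% at 20 µM in the single-dose screen, limit read from the data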;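 further: 0% = DMSO wells and 100% = excess unlabeled CBFb competitor control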
#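 Assay system: Cerulean-Runt domain fusion protein, energy donor; Signal: fluorescence energy transfer, 422 nm excitation, 530/480 nm emission; Timing: 1 h compound exposure, room temperature; Control set: unlabeled CBFb; Medium: Tris buffer pH 7.5 with salts and BSA; Compound: single test concentration of 20 µM, 1% DMSO final; Probe or stimulus: Venus-CBFb 100 nM.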
# TNF necrop inh – inhibitors of TNF-alpha triggered necroptosis, primary screen, cell-based, Jurkat FADD-/-, single concentration | AID 463075, 2010 | 220,000 tested, 0.068% active | activation (protection from cell death), % at 10 µM | Jurkat FADD-/- TNF necroptosis rescue, ATP luminescence, 24 h; 0 = TNF only, 100 = no-TNF cells;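 active means activation, meaning protection from cell death, of at least 50% relative to plate controls; inactive means activation below 50%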;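 further: necroptosis triggered by 40 ng/mL TNF-alpha added together with compound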
# Hck Nef HTS – inhibitors of Nef-activated human Hck kinase, primary screen, biochemical, Z-Lyte FRET, 384-well, Hck-YEEI; Tyrosine-protein kinase HCK (Homo sapiens), P08631; Recombinant Hck-YEEI plus Nef, Z-Lyte FRET kinase assay; inhibition, % at 20 µM; 220,000 tested, 0.68% active; AID 463187, 2010;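 active means Hck-Nef kinase inhibition above about 50%, limit read from the data; inactive means inhibition below that limit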;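 further: 0% = DMSO with Hck plus Nef and 100% = Hck alone without Nef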
# Target sequence (P08631 whole entry, looked up): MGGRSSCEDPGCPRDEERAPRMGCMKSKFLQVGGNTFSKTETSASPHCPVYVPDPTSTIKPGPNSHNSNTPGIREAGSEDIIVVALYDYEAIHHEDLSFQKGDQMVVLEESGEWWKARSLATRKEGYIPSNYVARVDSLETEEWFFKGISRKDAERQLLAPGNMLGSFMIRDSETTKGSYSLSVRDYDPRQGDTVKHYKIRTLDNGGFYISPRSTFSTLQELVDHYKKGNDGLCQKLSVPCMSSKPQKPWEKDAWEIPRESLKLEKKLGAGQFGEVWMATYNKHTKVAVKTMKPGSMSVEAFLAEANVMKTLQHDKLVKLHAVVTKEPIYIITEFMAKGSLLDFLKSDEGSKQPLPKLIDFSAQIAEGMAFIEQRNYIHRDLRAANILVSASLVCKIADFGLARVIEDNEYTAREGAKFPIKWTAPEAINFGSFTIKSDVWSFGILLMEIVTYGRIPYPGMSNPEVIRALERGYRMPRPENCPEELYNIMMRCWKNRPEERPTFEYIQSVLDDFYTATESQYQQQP
# PGE2 EP2 inh – human EP2 receptor antagonists, primary screen, TR-FRET cAMP, C6 glioma cells; Prostaglandin E2 receptor EP2 subtype (Homo sapiens), P43116; C6 glioma cells expressing human EP2; cells stimulated with saturating PGE2; inhibition, % at 25 µM; 260,000 tested, 0.52% active;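 active means percent inhibition above 40 after rounding to a whole number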;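 further: rat C6 glioma host cells with rolipram phosphodiesterase inhibitor present; the protocol text gives 20 µM as final concentration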
# Target sequence (P43116 whole entry, looked up): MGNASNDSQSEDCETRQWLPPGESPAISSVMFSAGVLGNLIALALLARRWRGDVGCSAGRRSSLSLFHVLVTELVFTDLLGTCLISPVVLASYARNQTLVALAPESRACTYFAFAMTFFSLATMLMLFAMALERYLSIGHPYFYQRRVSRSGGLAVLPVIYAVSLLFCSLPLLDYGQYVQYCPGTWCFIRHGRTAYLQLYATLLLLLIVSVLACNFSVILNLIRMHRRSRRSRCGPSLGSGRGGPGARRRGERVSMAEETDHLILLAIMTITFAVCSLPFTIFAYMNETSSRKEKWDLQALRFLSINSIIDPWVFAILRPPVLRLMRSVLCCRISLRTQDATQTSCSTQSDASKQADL
# zVAD death inh – inhibitors of zVAD-triggered necroptosis, primary screen, L929 cells; viability rescue, % at 10 µM; L929 zVAD necroptosis rescue, ATP luminescence, 24 h; with zVAD 60 µM; 220,000 tested, 0.38% active;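 active means activation, scaled between plate controls, above about 75%, limit read from the data; inactive means activation under that limit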;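 further: 0% = zVAD with DMSO and 100% = DMSO alone without zVAD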
# PERK inh – block of dimerizer-induced PERK translation repression, primary screen, PERK inhibitor project, CHO PERK-DD cells, SEAP luminescence, HTS. CHO PERK-DD fusion, SEAP luminescence translation reporter. inhibition, % at 5.6 µM. 220,000 tested, 0.17% active;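 active means inhibition above the mean inhibition of all tested compounds plus 3 SD, set separately per screening campaign, cut at about 2.9% in these data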;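 further: PERK kinase domain activated by AP20187 dimerizer at 100 nM; 0% = DMSO with dimerizer and 100% = rapamycin at 8.4 µM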
# EP2 mod – EP2 receptor modulators, cAMP readout, primary screen, cell-based, HTRF cAMP, PGE2 stimulation | induction, % at 25 µM | EP2-expressing cells, cAMP HTRF FRET, PGE2 co-stimulation | AID 940, 2007 | 260,000 tested, 0.83% active;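 active means compounds whose cAMP rise, as percent of the full-agonist control response, exceeds 60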;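 further: rat C6 glioma line stably carrying human EP2 under a CMV promoter; the protocol text gives 20 µM as final concentration; 100% = response of wells given 1 µM PGE2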
# Runt-SMMHC FRET – inhibitors of RUNX1 Runt–CBFb-SMMHC binding, primary screen, biochemical, FRET, Cerulean-Runt, Venus-CBFb-SMMHC, uHTS. Cerulean-Runt/Venus-CBFb-SMMHC FRET ratio 530/480, 1 h. inhibition, % at 20 µM. Runt-related transcription factor 1 (Homo sapiens) + Core-binding factor subunit beta …. 220,000 tested, 0.74% active;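 active means mean inhibition across duplicate retests at 20 µM reaching about 50%, limit read from the data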;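 further: 0% = DMSO wells and 100% = wells with excess untagged CBFb-SMMHC; inhibitors lower the FRET ratio by blocking Runt binding to CBFb-SMMHC; some results filed as inactive read as strong as hits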
# * marks the source's active call; other numbers are inactive results; / = not tested or not shown. This is a subset; rates above refer to the full screens.
# Second line of a record: TNF necrop inh, Hck Nef HTS, Runt-SMMHC FRET, RBBP9 inh, PERK inh, EP2 mod, Runt-CBFb FRET, zVAD death inh, PGE2 EP2 inh
C/C(=N\NC(=O)c1c(Br)c(C)nn1C)c1cccc(NC(=O)C2CCC2)c1
→ -0.4, 0.0, 2.7, -9.0, -0.1, -5.3, -0.7, 0.1, /
O=C(Nc1ccc(C(F)(F)F)cc1Cl)c1ccc(Cn2cc(Br)cn2)o1
→ -2.0, 3.1, -2.3, -3.9, -0.1, 27.1, 0.1, -0.2, 14.4
Cc1ccc(NC(=O)CSc2nnc(/N=C/N(C)C)s2)cc1
→ -0.4, -9.8, -1.7, -5.6, 1.3, -13.1, 0.6, 0.4, 3.7
COc1ccc(CN2CCNC(=O)C2CC(=O)NCCC2=CCCCC2)cc1OC (stereo not given)
→ 0.8, 31.5, -0.8, -7.3, 0.5, 8.8, -1.0, 1.9, 4.5
Cc1cc(C(=O)NN=C2CCCCCC2)c(C)o1
→ 0.8, 18.1, 0.0, -7.0, 2.2, -1.5, -0.5, 0.0, 8.4
CCCCn1c(SCC(=O)Nc2cc(C(F)(F)F)cc(C(F)(F)F)c2)nnc1C(CC)N(C)C (stereo not given)
→ 6.1, -0.9, -6.3, -8.2, 0.4, 7.0, -10.0, 1.0, 10.6
COc1ccc(N2CCN(CC(=O)Nc3nc4c(s3)CC(C)CC4)CC2)cc1 (stereo not given)
→ 0.9, 1.6, 0.1, -1.4, -0.4, 27.6, -3.5, 2.0, 1.6
O=C1CCCN1c1ccc(S(=O)(=O)Oc2cccc(Cl)c2)cc1[N+](=O)[O-]
→ -3.2, 0.7, -1.4, -3.5, -1.1, -37.3, -2.3, 0.5, 22.3
O=C1c2ccccc2NC(c2ccc(Cl)cc2Cl)N1O (stereo not given)
→ -1.1, -2.4, -1.5, -9.1, 0.4, -15.3, -2.6, -0.2, 14.6
CNc1ccccc1-c1nc2ccccc2n(C)c1=O
→ -0.6, -1.1, -3.2, -8.7, 0.5, -8.9, -1.6, 1.0, 5.6
O=C(CN1CCN(c2ccccn2)CC1)Nc1ccc(F)cc1
→ -0.1, 0.1, -0.2, -4.8, -0.4, -10.1, -0.9, 0.6, 8.2
O=C(c1ccccc1-c1ccccc1)N1CCOCC1
→ 0.2, 8.2, 0.0, -5.7, -0.5, 45.6, -0.4, 0.1, 21.6
COc1cccc(/C=C/C(=O)Nc2ccc3c(c2)OCCO3)c1
→ -1.5, 3.2, -0.7, -6.7, 0.1, -53.3, -1.0, 15.9, 7.4
CCC(C(=O)OCC(=O)c1ccc2c(c1)NC(=O)CO2)c1ccccc1 (stereo not given)
→ 27.6, -29.7, -0.6, -0.4, -1.0, -44.6, -4.0, 0.0, 8.2
CS(=O)(=O)Nc1nnc(SCC(=O)N(c2ccccc2)c2ccccc2)s1
→ 1.7, 0.4, 1.9, 2.8, 0.4, 0.9, 0.4, 1.7, 5.1
Cc1c(C#N)c(N)nc2c3c(sc12)NC(=O)CC3c1ccc(Cl)cc1 (stereo not given)
→ -1.0, 46.1, 7.7, 7.9, -0.3, -6.0, 4.7, -0.7, 8.7
NC(=O)c1ccc(NC(=O)CCCN2C(=O)c3ccccc3C2=O)cc1
→ 0.6, 1.2, -2.4, -1.9, 1.1, -12.2, 0.8, 0.2, 6.9
COc1ccc2[nH]c(=O)c(CN(CCN(C)C)C(=O)NCc3ccccc3)cc2c1
→ -0.3, 2.3, -2.4, -6.9, 1.2, -9.2, 2.8, 0.1, -0.1
Cc1ccc(NC(=O)c2c([N+](=O)[O-])c(C(C)(C)C)nn2C)c(C)c1
→ 0.4, 0.6, -1.3, -7.0, -0.2, -1.7, -0.8, 1.5, 4.1
CCc1cc2c(=O)n(Cc3ccco3)c(SCC(=O)NC3CCS(=O)(=O)C3)nc2s1 (stereo not given)
→ 0.1, 33.1, 14.1, -9.0, -0.4, -5.7, 23.1, -1.1, -0.1
CC(Nc1c([N+](=O)[O-])c(=O)oc2ccccc12)c1ccccc1 (stereo not given)
→ -4.8, 30.0, 1.2, 6.0, 0.9, 20.0, -2.3, -0.2, 4.9
CC1(C)CC(=O)c2cnc(NC(=O)CSC(=S)N3CCCCC3)nc2C1
→ 3.0, 17.9, -3.4, -9.3, 0.0, 22.6, 3.4, 0.4, 10.7
N#C/C(=C/c1ccco1)c1nc2ccccc2s1
→ -0.7, 1.6, -51.1, -14.9, 0.0, -23.7, 17.9, 0.5, 7.0
CC1CCN(C(=O)C2CCN(S(=O)(=O)c3cc(Cl)ccc3Cl)CC2)CC1
→ 1.1, 20.6, -1.3, 4.3, 1.0, -8.6, 0.4, 0.6, 2.6
CCCC(c1nnnn1C1CCCC1)N1CCN(c2ccccc2F)CC1 (stereo not given)
→ 0.4, 7.8, -0.2, -1.1, -0.6, -10.8, 1.8, 1.6, 10.6
COc1ccccc1NC(=O)Cc1noc(CSc2cccc[n+]2[O-])n1
→ -0.4, 4.8, 2.1, -5.8, 0.7, 22.1, -2.5, 0.4, 7.3
O=C(O)c1ccnc(C(=O)O)c1
→ 0.2, 0.9, -4.7, -6.3, 0.1, -1.8, -1.5, 0.9, 7.3
CNC(=O)NNC(=O)c1csc(Cc2c(Cl)sc3ccc(Cl)cc23)n1
→ 1.0, 12.6, 2.6, -20.2, -1.3, -40.4, -1.1, 0.1, 5.2
CCOC(=O)c1c(NC(=O)C2C3C=CC(C3)C2C(=O)O)sc2c1CCCC2 (stereo not given)
→ 0.1, 29.5, -4.0, -5.1, 0.6, 24.9, -2.9, 0.5, 17.7
CNCc1ccccc1Sc1ccc(OC)cc1
→ -1.7, 1.3, 2.5, -2.0, -0.4, 32.3, 1.5, 0.8, /
COc1cccc(C(=O)Nc2cccc(-c3nnc(-c4ccco4)o3)c2)c1
→ -7.4, -1.8, 1.8, -11.1, -3.1, -24.7, -1.8, 0.8, 17.8
C/C(=N/NC(=O)c1ccccc1)C(=O)O
→ 1.2, 20.8, -1.9, -5.4, 1.6, 15.1, 0.7, 1.4, 7.0
Cc1cc(C)c(C(=O)COC(=O)c2ccc(NC(=O)CC#N)cc2)cc1C
→ 0.3, 30.6, -4.0, -7.5, 1.2, 8.6, -2.9, 0.4, 5.5
Cc1ccc(Nc2cc(-n3nc(C)cc3C)ncn2)cc1
→ -0.3, 0.0, 4.0, -9.1, 1.0, -6.6, 0.9, 0.0, 3.3
O=Cc1c(OCc2ccccc2)ccc2ccccc12
→ -0.1, 14.1, -10.3, -6.5, 0.0, 5.8, -1.9, 0.5, 7.2
Cc1nc2sc(C(c3ccc(Cl)cc3)N3CCN(C(=O)c4ccco4)CC3)c(O)n2n1 (stereo not given)
→ -0.6, 1.0, 2.8, -2.9, -0.5, -5.4, 4.2, 0.4, 16.6
COc1c(C)cc(C(=O)C2CCCN(C(=O)CCCn3cncn3)C2)cc1C (stereo not given)
→ 0.8, -1.8, -3.6, -0.1, -1.5, 31.1, 1.1, 0.5, 6.7
Cc1ccc(O)c(-c2cc(-c3ccccc3[N+](=O)[O-])[nH]n2)c1
→ -3.1, 12.4, 0.9, -4.6, 0.9, -71.9, -1.5, 3.5, 8.7
Cc1ccc(C(=O)NCc2ccc(Cl)cc2)o1
→ 0.4, 1.6, -4.4, 6.6, 2.0, -10.9, 2.0, 0.0, -0.8
CC1CCCN(c2nc3ccsc3c(=O)s2)C1 (stereo not given)
→ 0.0, 12.0, 4.1, -7.5, -1.6, 21.6, 1.2, 2.7, 2.8
O=C(NC(=S)Nc1nc(-c2ccccc2)cs1)c1cccs1
→ 5.7, 4.6, -2.1, -6.4, 0.8, -42.5, 1.9, 2.2, 7.1
C=C(C)Cn1c(C)cc(C)c(S(=O)(=O)c2ccccc2C)c1=O
→ -1.3, 1.4, -1.7, -3.4, -0.7, 40.7, -1.4, 0.2, 4.9
COc1ccc(S(=O)(=O)n2nc(C)cc2C)c(C)c1C
→ -2.4, 0.4, -0.4, -1.3, 0.0, 36.0, 2.5, -0.5, 9.8
Cc1ccc(NC2=NCC(=O)N2C2CCCC2)cc1
→ -0.7, 19.7, -4.7, -1.6, 0.1, 18.1, -0.4, 0.8, 4.0
Cc1oc(-c2ccc3c(c2)OCCO3)cc1C(=O)NC(CCC(=O)O)C(=O)O (stereo not given)
→ -0.8, -1.9, 42.0, -6.7, 1.4, 7.2, 43.0, -0.1, 19.3
CC(=O)Nc1ccc(Oc2cc(N)cc([N+](=O)[O-])c2)cc1
→ -2.0, 4.5, -3.1, 2.6, 0.2, -19.4, -1.8, -0.9, 4.5
COCCNS(=O)(=O)c1ccccc1
→ 5.7, -1.9, -2.2, -4.1, -0.2, 5.6, 0.6, -0.6, 3.0
Cc1ccccc1NC(=O)NCC1CCCO1 (stereo not given)
→ 0.9, 0.5, -1.5, 2.6, -0.9, 16.9, 1.0, 0.9, 14.9
Cc1ccc(S(=O)(=O)/N=C(/Nc2c(C)n(C)n(-c3ccccc3)c2=O)c2ccccc2)cc1
→ 1.0, -0.1, -3.9, -4.7, 0.1, 25.3, -1.5, -0.3, 8.7
O=S(=O)(NCCOCC(F)(F)C(F)F)c1ccc2oc3ccccc3c2c1
→ -1.0, 1.0, 2.2, -3.8, 1.9, -29.5, -1.5, 0.5, 18.9
CC#CCCc1nc2ccccc2c(=O)n1N
→ -0.4, 4.7, -0.3, -3.2, 0.8, 21.9, -1.3, -0.4, 9.8
CCC1CCCCN1C(=O)Nc1ccc(F)cc1 (stereo not given)
→ 0.7, -0.3, 7.7, -12.4, 0.2, 26.9, 2.2, -0.3, 0.3
COc1cc([C@@H]2c3cc4c(cc3[C@@H](O)[C@@H](CO)[C@@H]2CO)OCO4)cc(OC)c1O[Si](C)(C)C(C)(C)C
→ -1.1, 32.4, -1.9, /, /, 12.3, -1.5, 0.4, 15.4
N#Cc1cc2c(=O)n3ccccc3nc2n(Cc2ccco2)c1=NC(=O)c1ccco1
→ 1.0, 1.9, /, -3.2, 0.4, 14.1, 3.5, 0.3, 3.4
COc1ccccc1NC(=O)Cc1nnc(SCC(=O)Nc2ccccc2F)n1C
→ 0.3, -19.7, 1.4, -10.0, -0.1, 0.1, -0.9, -0.3, 2.1
